Compound activity deposited in PubChem by several laboratories.
ARFGAP1 inhibitor = inhibitors of rat ARFGAP1 | Q62848 | Arfgap1-stimulated ARF1 GTP hydrolysis, GDP FP detection | inhibition, % at 16.5 µM | actives 0.26% (n = 360,000);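 active means inhibition above a per-plate limit, mean inhibition of low control wells plus 3 SD, cut at about 25% in these data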;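 further: 0% = DMSO wells with enzyme and 100% = wells lacking Arfgap1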
Target sequence (Q62848 1-136 limits assumed): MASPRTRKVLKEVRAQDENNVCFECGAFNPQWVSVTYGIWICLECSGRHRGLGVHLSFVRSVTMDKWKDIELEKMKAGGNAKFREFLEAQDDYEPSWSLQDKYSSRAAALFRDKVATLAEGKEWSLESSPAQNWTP
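Assay system: Rat Arfgap1 GAP domain (His6, aa 1-136), purified enzyme | Buffer or medium: HEPES 25 mM pH 7.5, NaCl 150 mM, MgCl2, DTT | Schedule: GTP hydrolysis reaction 2 h at 25 °C | Signal: FP of antibody-bound GDP Alexa 633 tracer, ex 620/em 688 nm | Measure: Percent inhibition of Arfgap1-stimulated GTP hydrolysis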
PG9 binder = small molecules binding HIV-1 gp120 antibody PG9 | inhibition, % at 6.7 µM | TR-FRET gp120-PG9 antibody binding | actives 0.43% (n = 360,000); in the data active means inhibition above about 8.5%
SMARCA2 activ = activators of SMARCA2 function | MG213 cells, MMTV-luciferase reporter, dexamethasone, overnight | activation, % at 9.1 µM | actives 1% (n = 370,000); in the data active means activation above about 7.8%;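 further: 0% = vehicle wells and 100% = reference activator wells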
rCAG binder = molecules binding r(CAG) RNA repeats; r(CAG) RNA repeat, TO-PRO-1 dye displacement fluorescence; inhibition, % at 3 µM; actives 1.3% (n = 370,000); AID 651821;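 active means inhibition above the plate cutoff, the mean of all test compounds on that plate plus 3 SD, cut at about 35% in these data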;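 further: 0% = DMSO alone and 100% = 100 µM mitoxantrone as full dye displacement; higher means more dye released from RNA so lower well fluorescence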
Rev-erbA mod = modulators of human Rev-erb alpha DNA binding; P20393; actives 0.79% (n = 370,000); activity, % at 10 µM; Rev-erbα–FITC-DNA binding, fluorescence polarization, 90 min;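 active means activity above about 14%, limit read from the data; passing the limit was not always enough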;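 further: 0% = DMSO wells with 35 nM protein and 100% = DMSO wells with 750 nM protein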
ASAP1 inh = blocks human ASAP1-stimulated Arf1 GTP hydrolysis | inhibition, % at 16.5 µM | actives 0.19% (n = 360,000) | AID 624377 | GDP FP detection | Q9ULH1; in the data active means inhibition above about 25%;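 further: 0% = vehicle with enzyme and substrate and 100% = no enzyme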
GC-B act = GC-B (human) receptor activation; P20594; HEK293-GC-B cells, CNP EC30, cGMP TR-FRET; 0% at EC30 CNP, 100% saturating CNP; activation, % at 10 µM; actives 0.11% (n = 370,000); AID 1920062;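 active means activation at 10 µM reaching about 35% in either raw or pattern-adjusted values, limit read from the data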
ABHD4 inh = inhibitors of mouse ABHD4; actives 0.54% (n = 370,000); inhibition, % at 8.92 µM; purified mABHD4, FP-Rh probe fluorescence polarization; AID 720543;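 active means inhibition exceeding the mean over every tested compound plus 3 SD, cut at about 30% in these data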;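 further: 0% = plate median of compound wells and 100% = S159A mutant with DMSO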
Target sequence (Q8VD66 whole entry, looked up): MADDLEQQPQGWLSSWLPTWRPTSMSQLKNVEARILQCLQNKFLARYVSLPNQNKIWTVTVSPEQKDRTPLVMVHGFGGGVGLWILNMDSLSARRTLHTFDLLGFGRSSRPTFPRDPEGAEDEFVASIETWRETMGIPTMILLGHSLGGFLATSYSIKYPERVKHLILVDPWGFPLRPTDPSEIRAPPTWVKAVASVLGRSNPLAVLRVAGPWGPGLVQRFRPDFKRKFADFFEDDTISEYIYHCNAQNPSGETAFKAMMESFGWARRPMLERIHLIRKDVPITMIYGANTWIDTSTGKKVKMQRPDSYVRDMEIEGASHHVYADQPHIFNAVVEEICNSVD
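system = mouse ABHD4 enzyme, wild type | medium = HEPES pH 7.0, NaCl, Pluronic buffer | also added = FP-Rh probe | incubation = Enzyme–compound pre-incubation 45 min, then probe 60 min, both 25 °C | technique = fluorescence polarization, excitation 525 nm, emission 598 nm, BODIPY TMR filters | controls = S159A mutant high control, sample median low control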
HTRA1 inh = blocks human HTRA1 serine peptidase; Q92743; inhibition, % at 5.96 µM; recombinant HTRA1, FP-rhodamine activity-based probe, fluorescence polarization; AID 504803; actives 0.5% (n = 340,000); in the data active means inhibition above about 36%;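 further: 0% = enzyme with DMSO and 100% = wells lacking enzyme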
Target sequence (Q92743 whole entry, looked up): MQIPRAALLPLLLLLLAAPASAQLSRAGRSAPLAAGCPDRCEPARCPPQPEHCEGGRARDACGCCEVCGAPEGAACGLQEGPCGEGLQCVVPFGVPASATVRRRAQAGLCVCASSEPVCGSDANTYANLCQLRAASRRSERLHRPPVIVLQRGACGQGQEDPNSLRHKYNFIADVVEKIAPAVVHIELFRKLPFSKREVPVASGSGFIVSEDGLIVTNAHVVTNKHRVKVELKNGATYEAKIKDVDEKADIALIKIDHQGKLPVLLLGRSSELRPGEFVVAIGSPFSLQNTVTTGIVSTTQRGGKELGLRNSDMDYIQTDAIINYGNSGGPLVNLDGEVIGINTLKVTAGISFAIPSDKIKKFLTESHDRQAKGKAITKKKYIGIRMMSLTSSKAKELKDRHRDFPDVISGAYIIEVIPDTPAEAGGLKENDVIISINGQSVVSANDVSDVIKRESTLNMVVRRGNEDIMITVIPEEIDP
GC-A act = GC-A (human) enzyme activation; HEK293 GC-A cells, cGMP TR-FRET, EC30 ANP; 0% at EC30 ANP, 100% saturating ANP; activation, % at 10 µM; actives 0.14% (n = 370,000); in the data active means activation above about 40%
An asterisk follows results filed as active; nt = not tested or not shown.

compound,SMARCA2 activ,ASAP1 inh,HTRA1 inh,GC-A act,Rev-erbA mod,PG9 binder,rCAG binder,ABHD4 inh,GC-B act,ARFGAP1 inhibitor
CC(=O)Nc1ccc(S(=O)(=O)NCC(=O)OCC(=O)NCc2ccc3c(c2)OCO3)cc1,-3.5,20.8,0.1,-0.4,-4.1,-4.7,6.8,-2.3,0.5,5.2
CC(=O)Oc1ccc(/C=N/NC(=O)C2CCCN2S(=O)(=O)c2ccc(Cl)cc2)cc1 (configuration not stated),1.1,4.9,0.0,-0.8,-6.4,-1.4,-1.3,-0.4,6.1,-1.5
Cc1cc(C)cc(NC(=O)CN2C(=O)C3CC=CCC3C2=O)c1 (configuration not stated),-3.3,15.5,0.3,0.9,-4.8,1.3,0.1,-3.6,-1.3,-3.9
CCOC(=O)CC1C(=O)NCCN1C(=O)COc1ccc(Br)cc1C (configuration not stated),1.4,-0.5,-1.9,-3.0,-4.8,-0.6,-7.6,-4.8,0.8,-8.4
COc1ccc(CCN2CC(C(=O)OC(C)C(=O)Nc3cccc(Cl)c3)CC2=O)cc1OC (configuration not stated),-0.8,12.9,5.4,-5.0,7.1,-0.7,0.8,1.1,-3.2,11.9
O=C(CCCOc1ccc(Cl)cc1Cl)NCCc1nnc2ccccn12,0.5,1.8,6.0,14.0,1.0,-1.1,-6.2,-3.1,-2.7,-1.3
COC(CNS(=O)(=O)c1ccc(S(=O)(=O)NC2CC2)cc1)OC,-2.0,4.7,3.6,6.0,-2.1,0.1,0.7,-2.0,2.3,-2.2
Cc1ccc(S(=O)(=O)N(CC(=O)NCc2ccco2)Cc2ccc(F)cc2)cc1,0.3,8.3,-7.0,1.8,2.2,-0.2,-3.6,3.2,-1.2,1.6
c1ccc(N2CCN(c3ncnc4scc(-c5cccs5)c34)CC2)cc1,-3.2,-9.6,-3.0,-8.1,4.5,-0.2,0.0,-4.2,-3.0,6.7
Nc1nc(Cl)cc(Oc2ccccc2F)n1,1.5,7.1,1.1,3.6,-1.1,1.9,-1.1,-1.1,4.5,1.4
C#CCN1C=CC(=O)[C@@H](OC(=O)NCCC)[C@H]1c1ccccc1Br,-1.9,-10.9,3.6,-1.1,-4.5,-0.2,2.2,0.0,-0.4,-16.8
CCc1ccc(NC(=O)[C@H](C)NC(=O)C2CCN(C(=O)[C@@H](N)CC(C)C)CC2)cc1,0.3,0.9,4.9,-2.7,-2.1,1.0,-3.5,0.7,2.6,3.6

compound,SMARCA2 activ,ASAP1 inh,HTRA1 inh,GC-A act,Rev-erbA mod,PG9 binder,rCAG binder,ABHD4 inh,GC-B act,ARFGAP1 inhibitor
O=C(CCc1nc2ccccc2c(=O)[nH]1)N1CCN(S(=O)(=O)c2cccc(F)c2)CC1,1.7,-0.2,1.4,-7.0,-10.6,1.8,-0.3,-11.6,-9.1,5.2
CCOc1ccc(N2C(=O)c3ccccc3NC2(C)CC)cc1 (configuration not stated),-0.3,-2.9,-2.8,3.6,-5.7,1.8,5.1,-7.9,2.3,0.2
Cn1c(SCC(=O)Nc2sc3c(c2C#N)CCC3)nnc1C1COc2ccccc2O1 (configuration not stated),-3.5,-6.0,-6.0,-0.9,5.8,0.4,17.4,0.1,-4.6,16.6
CC(C)N=C1NN=C(c2cccs2)CS1,6.1,-1.0,2.9,1.9,-4.3,-0.1,3.6,4.6,2.6,5.0
Cc1onc(-c2ccccc2)c1C(=O)N=C(N)c1ccc(C(F)(F)F)cc1,-3.5,-13.3,nt,-1.7,-0.8,-0.1,-4.1,1.3,-0.8,2.3
Cc1ccc(NC(=O)CSCC(=O)N(CCC(C)C)c2c(N)n(Cc3ccccc3)c(=O)[nH]c2=O)cc1,-1.6,-2.0,-11.6,-0.9,-3.5,-0.7,-0.4,1.6,2.5,3.9
O=[N+]([O-])c1ccc(OC[C@@H](O)CN2CCC(C(O)(c3ccccc3)c3ccccc3)CC2)c(Cl)c1,-2.4,nt,nt,-13.8,-0.8,nt,5.5,-0.1,-10.0,nt
CC(=O)N1Cc2ccccc2C(C)CC12CCCCC2 (configuration not stated),-3.1,7.5,2.2,-5.5,-4.1,-2.5,-6.8,3.3,4.3,4.9
CC(CCCC(C)(C)O)CC1C2=C(CCCC2=O)OC2=C1C(=O)CCC2 (configuration not stated),-0.2,-5.5,6.1,-3.2,-4.4,0.1,-11.2,-1.8,1.2,-3.8
CN(CCCCCC(=O)/C=N/O)Cc1ccccc1,-1.9,-0.7,2.7,-0.6,-0.4,0.2,-6.0,-2.1,-0.2,-4.4
COc1ccc(C(CNC(=O)c2ccc(-c3cccc(C(F)(F)F)c3)o2)N2CCOCC2)cc1 (configuration not stated),-1.3,0.8,-36.3,-7.0,-0.9,-0.8,-0.8,-0.8,-12.2,2.1
CCCN1CCN(C(=O)C2CCN(S(=O)(=O)c3ccc4c(c3)oc(=O)n4C)CC2)CC1,-0.7,6.7,3.2,12.9,-3.0,0.3,-0.3,-0.9,3.7,-8.6

compound,SMARCA2 activ,ASAP1 inh,HTRA1 inh,GC-A act,Rev-erbA mod,PG9 binder,rCAG binder,ABHD4 inh,GC-B act,ARFGAP1 inhibitor
COc1ccc2c(c1)c(=O)oc1c(C)c(OCC(=O)N3CCc4ccccc4C3)ccc12,-1.7,19.0,-5.5,-1.6,20.0*,1.5,-1.0,-2.7,1.1,14.8
COc1cccc(CC(=O)NNC(=O)c2ccc3c(c2)OCO3)c1,-0.7,-5.0,-1.6,2.9,2.9,-0.5,0.3,-0.2,-0.2,-4.1
NNc1nc(-c2ccccc2)nc(-c2ccccc2)c1Br,-3.0,15.9,-10.5,-17.2,-0.5,-1.8,5.6,-20.1,-5.5,1.8
CC(=O)NC(C)(c1ccccc1)c1nc(-c2cccc(C(F)(F)F)c2)cs1 (configuration not stated),-2.5,3.1,nt,-6.6,-7.8,0.7,-0.7,-8.6,-2.7,9.4
Cc1csc(NC(=O)CSc2nncc(=O)n2N)n1,0.6,-1.4,8.3,1.1,-1.6,-0.7,-0.4,1.8,7.3,-3.0
CCOc1ccc(OCC)c(NC(=O)C2CCCN(S(=O)(=O)c3ccc(C)cc3)C2)c1 (configuration not stated),-2.7,10.3,-1.6,1.1,-4.0,1.1,0.7,-2.0,-5.0,2.1
O=C(O)c1cc2ccccc2c2c1C(=O)c1ccccc1-2,-2.4,0.8,0.9,-5.1,4.9,-6.1,4.1,3.4,1.3,-5.2
O=C(Cn1c(=O)c2cccn2c2cccnc21)NCCCN1CCN(c2ccc(Cl)cc2)CC1,nt,nt,nt,-10.1,-5.8,nt,nt,8.0,-16.4,nt
CCOC(=O)CSc1nnc(CNC(=O)c2cccc(C)c2)n1-c1ccccc1OC,0.3,-7.9,-3.4,-2.1,0.8,0.0,-9.2,-4.9,4.7,-3.1
COc1cc(C(=O)NC(=S)Nc2ccc(Cl)c(C(=O)O)c2)cc(OC)c1OC,1.3,9.7,-4.3,2.8,-2.1,-0.3,11.8,-5.3,-7.5,5.8
O=C(/C=C/c1ccc(Br)cc1)NC(=S)NNC(=O)c1ccco1,1.3,3.4,4.1,-0.3,-4.2,-0.8,3.8,8.9,3.5,-20.6
Cn1c2ccccc2c2ncn(CCN3CCOCC3)c(=O)c21,-1.3,-14.7,3.0,0.2,-2.1,0.8,-1.8,0.7,7.7,-2.5

Retrieved by compound from the entries so far:
compound,SMARCA2 activ,ASAP1 inh,HTRA1 inh,GC-A act,Rev-erbA mod,PG9 binder,rCAG binder,ABHD4 inh,GC-B act,ARFGAP1 inhibitor
O=C(/C=C/c1ccc(Br)cc1)NC(=S)NNC(=O)c1ccco1,1.3,3.4,4.1,-0.3,-4.2,-0.8,3.8,8.9,3.5,-20.6
CCOc1ccc(OCC)c(NC(=O)C2CCCN(S(=O)(=O)c3ccc(C)cc3)C2)c1 (configuration not stated),-2.7,10.3,-1.6,1.1,-4.0,1.1,0.7,-2.0,-5.0,2.1
NNc1nc(-c2ccccc2)nc(-c2ccccc2)c1Br,-3.0,15.9,-10.5,-17.2,-0.5,-1.8,5.6,-20.1,-5.5,1.8

(listing goes on)
compound,SMARCA2 activ,ASAP1 inh,HTRA1 inh,GC-A act,Rev-erbA mod,PG9 binder,rCAG binder,ABHD4 inh,GC-B act,ARFGAP1 inhibitor
CCOC(=O)c1cc(-c2ccc(OC)cc2)nc2c1c(C)nn2CCC#N,-2.8,-2.1,-30.5,11.8,-3.4,0.9,1.2,-7.9,9.1,5.0
CCCCN(C(=O)CN(C)CC(=O)Nc1cccc(OC)c1)c1c(N)n(CCCC)c(=O)[nH]c1=O,0.4,-15.7,13.7,-4.1,1.4,0.9,1.9,-2.6,2.2,12.3
CCN(C(=O)C1CCCN(c2ncnc3c2nc2n3CCCCC2)C1)c1cccc(Cl)c1 (configuration not stated),-3.9,4.3,-20.0,-24.7,-2.9,0.2,-6.6,3.3,-14.4,-3.0
O=C(O)c1ccc(C2NCC(c3ccccc3Cl)c3c2[nH]c2ccccc32)cc1 (configuration not stated),-1.1,4.2,-26.9,54.0*,2.2,-0.3,26.8,7.4,0.0,-8.7
O=C(NC1CCC1)c1ccc(C#Cc2cccc(F)c2)cn1,-1.8,nt,nt,5.5,-1.4,nt,-0.7,-8.0,-0.1,nt
Cc1ccc(F)cc1NC(=O)C1CC(=O)N(Cc2ccccc2)C1 (configuration not stated),-0.4,1.5,1.9,-0.3,7.1,-2.4,2.6,1.5,-4.5,1.0
COc1ccc(NC(=O)CO/N=C(\C)c2cccs2)cc1,-3.5,5.4,0.3,-3.9,2.0,-0.6,-3.8,-7.4,-4.6,1.4
CSCC[C@H](NC(=O)OC(C)(C)C)c1nnc(SCC=C(C)C)o1,-0.8,-6.8,-5.9,0.0,-4.7,-0.6,1.8,-2.7,3.9,-4.0
Cc1ccsc1C(=O)NC1CCCCC1C (configuration not stated),-1.2,4.1,3.5,0.3,-4.3,1.7,-0.5,0.8,-2.1,-2.4
CCNC(=S)NNC(=O)c1ccccn1,4.0,-2.7,6.6,-0.7,1.4,-2.9,0.0,53.8*,2.3,6.9
CC1CCN(C(=O)Cn2c(=O)n(Cc3ccc4c(c3)OCO4)c(=O)c3ccccc32)CC1,0.2,3.0,-3.4,6.2,3.0,-0.3,-5.3,12.5,7.7,4.2

Rows are unselected; about 4.4% have a hit in one of these screens.
